# Screening data: PubChem, National Center for Advancing Translational Sciences (NCATS)
# FEN1 inh = inhibitors of human flap endonuclease 1; P39748; AID 588795; Potency, µM (series often up to 114 µM), for inactives: at the highest dose activity change, negative = inhibition, actives largely listed as inhibitors; Recombinant FEN1 flap cleavage, fluorescence, 15 min; 0.35% of 390,000 active; note: nearly all actives have a fitted effect of over 65% in size
# Target sequence (P39748 whole entry, looked up): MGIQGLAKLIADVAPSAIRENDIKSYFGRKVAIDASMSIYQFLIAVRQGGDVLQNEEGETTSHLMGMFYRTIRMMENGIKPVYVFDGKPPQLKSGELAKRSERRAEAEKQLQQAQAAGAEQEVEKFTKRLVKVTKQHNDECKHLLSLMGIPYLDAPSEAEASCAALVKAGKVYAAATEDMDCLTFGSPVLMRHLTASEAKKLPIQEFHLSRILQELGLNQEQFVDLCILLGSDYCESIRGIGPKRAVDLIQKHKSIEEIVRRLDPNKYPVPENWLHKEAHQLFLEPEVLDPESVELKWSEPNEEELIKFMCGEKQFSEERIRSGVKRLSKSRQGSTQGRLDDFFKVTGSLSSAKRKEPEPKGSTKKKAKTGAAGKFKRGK
#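 Quantitative HTS format: each compound was titrated, incubated with 10 nM nuclease for 15 min at room temperature, then challenged with flap substrate at 50 nM final. Signal change over 15 min gave concentration–effect curves.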
# N370S GC = inhibitors or activators of N370S glucocerebrosidase for Gaucher disease | 0.092% of 330,000 active | AID 2101 | N370S GC spleen homogenate, 4MU-glucoside fluorescence | Potency, µM (doses to about 59.4 µM), for the others: at the top dose activity change, negative = inhibition, most hits filed as inhibitors | P04062;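 note: 0% = full enzyme activity and -100% = no enzyme basal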
# TDP1 inh = inhibitors of human tyrosyl-DNA phosphodiesterase TDP1; Q9NUW8; recombinant TDP1, AlphaScreen DNA substrate cleavage; Potency, µM (series often up to 130 µM), for the others: at the top dose activity change, negative = inhibition, usual class: inhibitors; 0.28% of 350,000 active; note: nearly all actives have a fitted effect of over 40% in size
# Target sequence (Q9NUW8 whole entry, looked up): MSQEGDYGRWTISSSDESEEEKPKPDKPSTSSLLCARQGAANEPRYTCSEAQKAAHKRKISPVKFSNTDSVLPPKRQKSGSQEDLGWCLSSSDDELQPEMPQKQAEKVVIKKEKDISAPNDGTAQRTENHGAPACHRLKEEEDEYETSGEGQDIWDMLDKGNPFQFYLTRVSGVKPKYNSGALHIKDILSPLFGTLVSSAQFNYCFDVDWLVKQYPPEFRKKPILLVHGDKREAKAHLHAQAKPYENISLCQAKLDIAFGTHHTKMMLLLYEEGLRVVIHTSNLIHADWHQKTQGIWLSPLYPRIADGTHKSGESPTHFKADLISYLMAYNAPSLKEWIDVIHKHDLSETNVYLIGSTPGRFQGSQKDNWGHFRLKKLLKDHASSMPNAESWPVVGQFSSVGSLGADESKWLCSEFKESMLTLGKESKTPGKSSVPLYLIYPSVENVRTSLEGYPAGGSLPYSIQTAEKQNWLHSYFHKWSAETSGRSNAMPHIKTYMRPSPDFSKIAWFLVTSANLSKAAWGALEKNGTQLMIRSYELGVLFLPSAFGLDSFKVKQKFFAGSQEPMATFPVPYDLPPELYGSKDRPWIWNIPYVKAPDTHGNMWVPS
#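 Recombinant E. coli-expressed Tdp1 (1 nM) preincubated with compound 15 min at RT, then 5'-biotin/3'-phosphotyrosine-FITC DNA substrate (15 nM) added for 5 min. AlphaScreen beads (10 ug/ml) added, 10 min RT; tyrosine-FITC cleavage read as signal loss.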
# * marks the source's active call; other numbers are inactive results; ? = inconclusive; . = no result given; & = joins results of further samples; [ ] = dose if it differs, or a comment. Calls come from the whole dose curve; as a rule, active = well fitted curve in the direction sought with a large enough effect; inconclusive = small, poorly fitted or top-dose-only effect, or another doubt; inactive = no such curve, though single readings can be large; an effect the other way counts as inactive or inconclusive. Unless noted, % is set by controls: 0 for no effect and ±100 for the full control effect; potency is the fitted concentration of half-maximal effect. Compounds were not picked by outcome; about 0.53% have a hit in one of these screens.
smiles	FEN1 inh	N370S GC	TDP1 inh
CCN(CC)C(=O)c1csc(Nc2cccc3ccccc23)n1	7%	-2%	8%
COc1ccc(-n2ncc3c2CC(C)(C)CC3NC(=O)CCn2nc(C)cc2C)cc1 (stereo unspecified)	-1%	-17%	4%
COc1cc(C(=O)Nc2nc3ccccc3[nH]2)ccc1OC(F)F	-15%	8%	11%
O=C(NC1CCN(Cc2ccccc2)CC1)c1ccccc1Cl	-13%	3%	.
Cc1ccc2c(nc3s/c(=C\c4ccc(-c5ccccc5C(=O)O)o4)c(=O)n32)c1C	-23%	-7%	.
C[C@@H](NC(=O)c1nc[nH]c1C(=O)N[C@@H](Cc1ccccc1)C(=O)OCc1ccccc1)c1ccccc1	?	?	9%
Cc1cccc(N2CCN(C(=O)C3CCC(CNS(=O)(=O)c4cccs4)CC3)CC2)c1C (stereo unspecified)	-11%	3%	5%
CC(=O)OCC(NC(=O)C(COCc1ccccc1)NC(=O)OC(C)(C)C)C1OC(n2ccc(=O)[nH]c2=O)C(OC(C)=O)C1OC(C)=O (stereo unspecified)	1%	-4%	9%
COc1ccccc1C(=O)NC(=O)COC(=O)Cn1[nH]c(=O)c2ccccc2c1=O	-12%	-19%	.
CC(C)c1cc(N2CCN(C(=O)c3ccco3)CC2)n2c(nc3ccccc32)c1C#N	0%	-19%	4%
CC(=O)N1c2ccc(S(=O)(=O)N3CCC(C(=O)Nc4ccc(F)cc4)CC3)cc2CC1C (stereo unspecified)	-15%	-5%	0%
CCOc1cc(/C=C(\C#N)C(N)=O)ccc1OCc1c(C)no[n+]1[O-]	13%	-4%	.

# Some of these compounds in order of SMILES length, descending:
smiles	FEN1 inh	N370S GC	TDP1 inh
Cc1ccc2c(nc3s/c(=C\c4ccc(-c5ccccc5C(=O)O)o4)c(=O)n32)c1C	-23%	-7%	.
COc1ccccc1C(=O)NC(=O)COC(=O)Cn1[nH]c(=O)c2ccccc2c1=O	-12%	-19%	.
CCOc1cc(/C=C(\C#N)C(N)=O)ccc1OCc1c(C)no[n+]1[O-]	13%	-4%	.
O=C(NC1CCN(Cc2ccccc2)CC1)c1ccccc1Cl	-13%	3%	.

# Remaining list, next part:
smiles	FEN1 inh	N370S GC	TDP1 inh
COc1ccccc1OC(C)C(=O)Nc1ccc(-c2nc3ccccc3s2)cc1 (stereo unspecified)	-1%	.	6%
CCOC(=O)N1CCC(NC(=O)CCC(=O)N2CC(C)Oc3ccc(C)cc32)CC1 (stereo unspecified)	-3%	8%	4%
COc1ccc(NS(=O)(=O)c2cccc(C(=O)NNC(=O)CNC(=O)c3ccc(C)cc3)c2)cc1	-3%	-6%	2%
CNC(=O)c1c(NC(=O)c2ccc(S(=O)(=O)N3CCCCC3)cc2)sc2c1CCC2	17%	.	4%
C=C(CC[C@@H](O)C(C)(C)O)[C@H]1CC[C@]2(C)[C@@H]1CCC1[C@@]3(C)CCC(=O)C(C)(C)C3CC[C@]12C (stereo partly specified)	-11%	.	0%
CCC(=O)Nc1cccc(C(=O)N(Cc2ccccc2)Cc2ccccc2)c1	-11%	7.1µM*	.
COc1ccc(CCN(C)C(=O)c2ccc(OCC(=O)N3CCOCC3)c(OC)c2)cc1OC	-6%	0%	1%
CN1CCN(CCCNC(=O)C2CCN(c3nnc(-n4cccc4)s3)CC2)CC1	3%	-9%	2%
CCOC(=O)c1cnc2c(cnn2C)c1NCc1ccc(OC)cc1	-1%	-13%	1%
CCCCNc1c(-c2ccc(OC)c(SC(C)CC)c2)nc2ccc(Cl)cn12 (stereo unspecified)	-12%	.	0%
O=C(N/N=C/C(Cl)=C\c1ccccc1)c1ccco1	11%	-15%	1%
COc1ccc(-c2nc(CS(=O)CC(=O)NCc3ccccn3)c(C)o2)cc1 (stereo unspecified)	-4%	2%	3%
CC(C)Oc1ccc(/C(O)=C2/C(=O)C(=O)N(CCN3CCNCC3)C2c2cccc([N+](=O)[O-])c2)cc1 (stereo unspecified)	2%	-11%	.
CS(=O)(=O)c1nc(-c2ccco2)cc(C(F)(F)F)n1	.	4%	0%
CC1CN(C(=O)Cn2cc(S(=O)(=O)CC(=O)N3CCOCC3)c3ccccc32)CC(C)O1 (stereo unspecified)	19%	0%	1%
Nc1nc(SCc2ccccc2)c2[nH]cnc2n1	-8%&-17%	-11%	1%
COCCCNC(=S)Nc1cc2oc3ccccc3c2cc1OC	-2%	-3%	7%
CC1(C)Cc2ccccc2-c2nnc(SCc3ccc(C#N)cc3)n21	-2%	15%	0%
CCN(CC)S(=O)(=O)c1ccc(C(=O)OCC(=O)Nc2sc3c(c2C#N)CCCCC3)cc1	-7%	-8%	3%
COCCCNc1nc2c(-c3cccc(C)c3)nnn2c2ccc(Cl)cc12	3%	-1%	.
CCOCCCNC(=O)C1CCC(=O)N1CCc1ccccc1 (stereo unspecified)	-3%	-1%	4%
Cc1ccc(CNC(=O)c2cc3sccc3n2Cc2ccc(F)cc2)cc1	-2%	.	-1%
C[C@]12c3[nH]c4cc(-c5ccco5)ccc4c3CCN1C(=O)[C@@H](CC(=O)NCCC1=CCCCC1)C[C@@H]2C(=O)N1CCCCC1	-2%	.	5%[56.1 µM]
CN(C)CC(=O)c1c[nH]c2ccccc12	3%&8%	.	0%

# Whole records, looked up by structure. Order of values: FEN1 inh | N370S GC | TDP1 inh
# CS(=O)(=O)c1nc(-c2ccco2)cc(C(F)(F)F)n1 is listed with . | 4% | 0%
# CC1CN(C(=O)Cn2cc(S(=O)(=O)CC(=O)N3CCOCC3)c3ccccc32)CC(C)O1 (stereo unspecified) is listed with 19% | 0% | 1%
# Cc1ccc(CNC(=O)c2cc3sccc3n2Cc2ccc(F)cc2)cc1 is listed with -2% | . | -1%
# CN(C)CC(=O)c1c[nH]c2ccccc12 is listed with 3%&8% | . | 0%

# Remaining list, next part:
smiles	FEN1 inh	N370S GC	TDP1 inh
CCC(CC)C(=O)c1c[nH]c(C(=O)NCCc2ccccn2)c1	1%	-5%	-14%
N#Cc1cc([N+](=O)[O-])ccc1NCCN1CCOCC1	4%	-8%	3%
COC(=O)c1sccc1NC(=O)CC1NCCNC1=O (stereo unspecified)	4%	-7%	-5%
COc1ccc(N(CC(=O)NCc2ccc3c(c2)OCO3)C(=O)CCC(=O)Nc2ccccn2)cc1	8%	-5%	-3%
CC(Oc1coc(CN2CCN(C(=O)c3ccco3)CC2)cc1=O)c1ccccc1 (stereo unspecified)	1%	-2%	-10%
CCN(C(=O)c1ccc(C(=O)N(CC)c2ccccc2C)cc1)c1ccccc1C	-5%	.	2%[2.28 µM]
COCCNC(=O)CSc1nc2ccccc2c(=O)n1-c1cccc(OC)c1	0%	0%	3%
O=C(COC(=O)c1ccc(Cl)nc1)NCCc1ccc(Cl)cc1	0%	.	-1%
COc1ccc(CNc2oc(COc3ccc(Cl)cc3)nc2C#N)cc1	-9%	23%	4%
COc1ccc(OC)c(NC(=O)CS(=O)(=O)c2ccccc2)c1	12%	1%	5%
CCOc1ccccc1NC(=O)c1ccc(OCC(=O)N2CCOCC2)c(OC)c1	0%	.	1%
CCCCc1ccc(NC(=O)Nc2cnccn2)cc1	5%	-4%	2%
O=c1c(-c2ccco2)[n+]([O-])c2ccccc2n1OCc1ccccc1	?	-1%	0%
COc1ccc(OC)c(Nc2nc3nonc3nc2N2CCCC(C)C2)c1 (stereo unspecified)	15%	7%	2%
Cc1oc(-c2ccccc2)nc1CNS(=O)(=O)c1ccc(Cl)cc1	-7%	.	6%
O=C(NC1CCN(C(=O)Nc2ccc(F)cc2)CC1)c1ccccc1F	16%	0%	.
COc1cc(C)c(Cl)cc1S(=O)(=O)n1ccnc1C	-14%	9%	4%
Cc1noc(C)c1Cn1nc(C(=O)O)c2ccccc2c1=O	0%	8%	3%
CC(=O)Oc1ccc(-c2cccc(C(=O)O)c2)cc1	9%	7%	5%
Cc1sc2ncnc(NCCCn3ccnc3)c2c1C	-8%	-3%	6%
COc1ccc(CCN2C(=NC(=O)CCC(=O)O)SC3CS(=O)(=O)CC32)cc1OC (stereo unspecified)	-9%	24%	-4%
O=C(CCCn1c(SCc2ccccc2F)nc2ccccc2c1=O)NCC1CCCO1 (stereo unspecified)	-4%	?	4%
Cc1ccc(OCC(=O)N2CCC(Cc3ccccc3)CC2)c([N+](=O)[O-])n1	12%	.	2%
CCC/C=N/Nc1nnc(Cc2ccccc2)c(=O)[nH]1	0%	-6%	.

# Additional structures follow:
# Values run as follows: FEN1 inh | N370S GC | TDP1 inh
> O=C(COC(=O)CCN=C1NS(=O)(=O)c2ccccc21)NNC(=O)c1ccccc1
→ 5% | 0% | 1%
> Cc1cc(Nc2ncc(Cl)cc2Cl)n[nH]1
→ -2% | 20% | 2%
> COc1ccccc1C(=O)Nc1sc(Nc2ccccc2)nc1C(N)=O
→ 9% | . | 0%
> COc1ccc(NC(=O)CN(C)C(=O)CN2C(=O)C3CCCCC3C2=O)cc1 (stereo unspecified)
→ -3% | -2% | 3%[0.505 µM]
> O=C(CN1C(=O)NC2(CCCCCC2)C1=O)NCc1ccccc1
→ 18% | . | 1%
> Cc1ccc(S(=O)(=O)CCc2nnc(NC(=O)C3CCCO3)s2)cc1 (stereo unspecified)
→ 2% | 5% | 2%
> Cc1cc(C)nc(NS(=O)(=O)c2ccc(N=Cc3c(C)[nH]n(-c4ccccc4)c3=O)cc2)n1
→ -2% | 1% | 5%
> CCOC(=O)C1=C(N)Oc2c(oc(CO)cc2=O)C1c1c(F)cccc1Cl (stereo unspecified)
→ 5% | -23% | 7%
> Clc1ccc(Nc2ncnc3ccc(Br)cc23)cc1
→ ? | -2% | -5%
> Cc1nn(C(C)C(=O)NCc2ccccc2)c(C)c1[N+](=O)[O-] (stereo unspecified)
→ -4% | 5% | 2%
> Oc1ccc(C=NCC2COc3ccccc3O2)cc1 (stereo unspecified)
→ -15% | 3% | 7%
> Cc1ccc(C)c(NC(=O)CN2C(=O)C3(SCC(=O)N3c3ccc(C)c(C)c3)c3ccccc32)c1 (stereo unspecified)
→ -2% | . | 3%
> COc1ccc(-c2csc(-n3ncc(C(=O)O)c3C(F)(F)F)n2)cc1
→ -14% | -3% | .
> O=C(Cc1cccc(C(F)(F)F)c1)OCN1C(=O)c2ccccc2C1=O
→ 5% | 1% | -4%
> COc1ccc(/C=c2\sc3nc(-c4ccccc4OC)nn3c2=O)c(OC)c1
→ -6% | 24% | -4%
> O=C1CC(C(=O)Nc2ccc(Cl)cc2)n2ncnc2N1 (stereo unspecified)
→ -5% | 6% | 8%
> Cc1nn(Cc2cccc(C(=O)NCC(C)C)c2)c(C)c1Br
→ -7% | 9% | 5%
> CC(/C=C/c1ccccc1)=N/NC(=O)CNC(=O)c1ccc2c(c1)OCO2
→ -11% | 6% | -3%
> Cc1cc(=O)[nH]c(N)n1
→ -5% | 5% | 0%
> Cc1cc(C)n2c(SCC(=O)N3CCN(S(=O)(=O)c4ccc(Cl)cc4)CC3)nnc2n1
→ -6% | -1% | 0%
> O=C1/C(=C\c2ccc(Br)o2)Cc2ccccc21
→ 9% | 11% | 5%
> CNS(=O)(=O)c1ccc(Oc2ccc(S(=O)(=O)NC)cc2)cc1
→ -6% | -8% | 2%
> CC1CCCC(C)N1C(=O)COC(=O)C12CC3CC(CC(Cl)(C3)C1)C2 (stereo unspecified)
→ 17% | . | 0%
> Cc1cc(C)cc(Cn2ncc(Cl)c(Cl)c2=O)c1
→ -2% | -2% | 3%
> CC1CCCCN1CCNC(=O)C1CCN(S(=O)(=O)N2CCCCC2)CC1 (stereo unspecified)
→ 2% | ? | 2%
> CCSc1nnc(NC(=O)c2cc(=O)c3cc(C)ccc3o2)s1
→ 30% | . | 1%
> CN1C(C(=O)NCCc2cccs2)CC2Cn3c(nc4cc(Cl)c(Cl)cc43)C21 (stereo unspecified)
→ 15% | 4% | 2%
> CCC(C(=O)Nc1ccccc1-c1ccccc1)c1ccccc1 (stereo unspecified)
→ -21% | 17% | -6%
> COc1ccccc1N1CCN(C(=O)C2CCN(S(=O)(=O)c3ccc(F)cc3)CC2)CC1
→ ? | 1%[2.35 µM] | 5%
> Nc1cc(Oc2ccc(F)cc2F)cc([N+](=O)[O-])c1
→ 9% | -4% | 0%
> Cc1ccc(NC(=O)[C@@H]2CCCN2S(=O)(=O)c2ccccc2C(F)(F)F)cc1S(=O)(=O)N1CCOCC1
→ -14% | -18% | 4%
> CN1CCc2nc3ccc(Cl)cc3c(-c3ccccc3Cl)c2C1
→ -9% | -29% | 9%
> Cc1cc(C)n2nc(SCc3nnc(-c4cccs4)o3)nc2n1
→ 3% | 3% | 2%
> CCCN1C(=O)/C(=N\OCC(=O)Nc2ccc(C(C)C)cc2)c2ccccc21
→ -19% | 15% | 4%
> COc1cccc(C2NC(C(=O)O)CCC2C)c1 (stereo unspecified)
→ . | 6%[12.8 µM] | 9%[21 µM]
> O=C(O)[C@H](Cc1ccccc1)NC(=O)N1CCN(c2ccccc2)CC1
→ -4% | 3% | .
